Pin1 inhibitor: human Pin1 inhibition. Q13526. Pin1 FP peptide displacement, HiFluor488, 10 min. Potency, µM (doses to about 115 µM), for the others: top-dose activity, negative = inhibition, most hits filed as inhibitors. 0.009% of 390,000 active. AID 504891; active = well fitted inhibition curve with a large enough effect in the polarisation, with a control signal flat, not every such curve was filed as active; inconclusive = small, poorly fitted or top-dose-only effect, or effect the other way, or a change in a side signal; inactive = no such curve, though single readings can be large or run the other way; the % refers to the polarisation; also: potency is read from the fitted curve at half-maximal effect; % is scaled to controls: 0 for no effect and ±100 for the full control effect
Target sequence (Q13526 whole entry, looked up): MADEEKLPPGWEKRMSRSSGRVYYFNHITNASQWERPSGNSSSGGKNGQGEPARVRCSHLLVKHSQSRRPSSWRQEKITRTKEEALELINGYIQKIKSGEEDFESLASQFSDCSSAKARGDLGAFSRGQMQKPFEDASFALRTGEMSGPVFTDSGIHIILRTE
BAZ2B block: BAZ2B (human) inhibition; AlphaScreen BAZ2B-H3K14Ac peptide displacement; 4.4% of 360,000 active; AID 504333; Q9UIF8; Potency, µM (top dose mostly 114 µM), for the others: at the highest dose activity change, negative = inhibition, actives largely listed as inhibitors; also: potency is read from the fitted curve at half-maximal effect; % is scaled to controls: 0 for no effect and ±100 for the full control effect; nearly all actives have a fitted effect of over 60% in size
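Inhibition is scored as reduced AlphaScreen emission. The BAZ2B/b-H3(5-23)K14Ac complex (50 nM each) in PBS pH 7.4, 0.01% Tween-20 meets compound (up to 110 uM) for 30 min at RT before bead addition.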
PI4K2A inh: PI4K2A (human) kinase inhibition. Q9BTU6. purified PI4K2A, ADP-Glo luminescence, 1 h; hits give low values. activity change, negative = inhibition, % at 76.9 µM. 0.13% of 420,000 active. AID 1346378; in the data active = activity change below about -50%; inconclusive = mostly about -30% to -49%;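 also: -100% = wells without enzyme as full effect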
Target sequence (Q9BTU6 whole entry, looked up): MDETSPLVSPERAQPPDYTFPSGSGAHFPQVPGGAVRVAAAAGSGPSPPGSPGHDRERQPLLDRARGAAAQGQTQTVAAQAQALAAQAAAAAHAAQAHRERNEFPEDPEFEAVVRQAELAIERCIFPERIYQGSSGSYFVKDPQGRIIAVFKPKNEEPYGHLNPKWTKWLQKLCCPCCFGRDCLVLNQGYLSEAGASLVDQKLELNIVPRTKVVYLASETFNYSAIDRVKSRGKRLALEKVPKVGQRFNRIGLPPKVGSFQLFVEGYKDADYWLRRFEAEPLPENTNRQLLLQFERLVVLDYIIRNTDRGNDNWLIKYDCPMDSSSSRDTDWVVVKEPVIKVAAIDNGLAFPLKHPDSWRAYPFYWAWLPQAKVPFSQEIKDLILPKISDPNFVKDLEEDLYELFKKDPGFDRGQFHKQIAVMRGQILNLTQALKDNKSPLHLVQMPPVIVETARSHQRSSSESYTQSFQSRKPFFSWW
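ADP-Glo luminescence measured ADP generated by PI4K2A enzyme (4 ug/mL before mixing) with 1.2 mM PI substrate (pre-mix) and 300 microM ATP (pre-mix). Tris pH7.5 buffer with MgCl2, Triton X-100; 1 h reaction at ambient temperature.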
JMJD2A Tudor: JMJD2A Tudor domain (human) inhibition; O75164; AlphaScreen JMJD2A-Tudor / H3K4me3 peptide binding; Potency, µM (series often up to 114 µM), for inactives: top-dose activity change, negative = inhibition, hits mostly inhibitors; 4.4% of 390,000 active; also: potency is read from the fitted curve at half-maximal effect; % is scaled to controls: 0 for no effect and ±100 for the full control effect; nearly all actives have a fitted effect of over 50% in size
ERG-DNA inh: ERG Ets/DNA interaction inhibition; AID 624246; fluorescence polarization, His-ERG Ets domain / labelled DNA; 0.028% of 370,000 active; Potency, µM (doses to about 76.9 µM), inactives show top-dose FP activity, negative = inhibition, usual class: inhibitors; active = well fitted inhibition curve with a large enough effect in the polarisation, with a control signal flat; inconclusive = small, poorly fitted or top-dose-only effect, or effect the other way, or a change in a side signal; inactive = no such curve, though single readings can be large or run the other way; the % refers to the polarisation;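 also: polarization taken with two DNA probes labelled with fluorescein and Texas red; potency is read from the fitted curve at half-maximal effect; % of control where 0% means no effect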
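His-tagged ERG Ets domain (1 uM in the protein solution; 300mM KCl, 50mM Tris-HCl, 1mM EDTA, 1mM DTT, pH 7.5) received compound, then a probe mix of 5 nM fluorescein-DNA and 100nM Texas-615-DNA. Fluorescence polarization was read for both dyes.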
GLS inh: inhibitors of human glutaminase (GLS); O94925; GLS enzymatic activity, qHTS titration; Potency, µM (top dose mostly 45.5 µM), for inactives: at the highest dose activity change, negative = inhibition, most hits filed as inhibitors; 0.21% of 410,000 active; also: potency is read from the fitted curve at half-maximal effect; % is scaled to controls: 0 for no effect and ±100 for the full control effect
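Coupled fluorescence readout: glutamate oxidase/HRP/Amplex Red detect glutamate formed by hKGA from L-glutamine (1 mM solution added). Buffer 45 mM KH2PO4 pH 8.2, 0.02% Tween-20; reads at t0 and 30 min RT.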
G9a inh: G9a (human) methyltransferase inhibition; Q96KQ7; G9a H3K9 monomethylation, AlphaScreen, 2 h; Potency, µM (doses to about 102 µM), without a hit: at the highest dose activity, negative = inhibition, hits mostly inhibitors; 8.8% of 350,000 active; AID 504332; also: potency is read from the fitted curve at half-maximal effect; % is scaled to controls: 0 for no effect and ±100 for the full control effect; nearly all actives have a fitted effect of over 75% in size
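AlphaScreen detection with an anti-monomethyl H3K9 antibody quantified product after a 2 h room-temperature reaction containing 500 nM biotinylated H3K9 peptide, 20 µM SAM and 20 nM enzyme, which had been preincubated 15 min with compound.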
HP1b binding inh: HP1-beta chromodomain-methylated histone interaction inhibition; AlphaScreen HP1-beta / biotin-H3K9me3 peptide binding; Potency, µM (top dose mostly 114 µM), for inactives: at the top dose activity change, negative = inhibition, usual class: inhibitors; 0.56% of 390,000 active; P83916; also: potency is read from the fitted curve at half-maximal effect; nearly all actives have a fitted effect of over 70% in size; inactives centre near 23
Target sequence (P83916 whole entry, looked up): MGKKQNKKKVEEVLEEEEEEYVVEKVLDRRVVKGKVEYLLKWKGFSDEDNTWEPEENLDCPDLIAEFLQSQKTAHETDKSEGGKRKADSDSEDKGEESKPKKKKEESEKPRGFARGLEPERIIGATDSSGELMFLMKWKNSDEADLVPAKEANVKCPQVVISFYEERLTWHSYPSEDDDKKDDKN
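HP1-beta protein (50 nM final) preincubated 30 min at room temperature with biotinylated H3(1-18)K9me3 peptide (50 nM) in PBS pH 7.4, 0.01% Tween-20, then compound added for 30 min. AlphaScreen streptavidin donor/nickel chelate acceptor beads (10 ug/mL final), 30 min dark, luminescence read.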
PGK inhibitor: T. brucei PGK inhibition | PGK/GAPDH coupled, Kinase-Glo luminescence, 60 min | 0.043% of 380,000 active | Potency, µM (titrated, usually from 57.5 µM), for the others: at the top dose activity change, negative = inhibition, most hits filed as inhibitors | P07378; also: potency is read from the fitted curve at half-maximal effect; % is scaled to controls: 0 for no effect and ±100 for the full control effect; nearly all actives have a fitted effect of over 60% in size
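Recombinant glycosomal PGK reaction used 1,3-bisphosphoglycerate generated in-well by GAPDH (100nM final) in 100mM TEA pH 7.6, 5mM MgCl2, 0.01% Tween-20. After 60 minutes at room temperature, ATP was read by Kinase-Glo Plus luminescence end-point.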
* marks the source's active call; other numbers are inactive results; i = inactive; ? = inconclusive; / = no result given; [ ] = another dose, or the depositor's remark. Unless noted, calls follow the shape of the dose curve; as a rule, active = well fitted curve in the direction sought with a large enough effect; inconclusive = small, poorly fitted or top-dose-only effect, or another doubt; inactive = no such curve, though single readings can be large; an effect the other way counts as inactive or inconclusive.

SMILES | Pin1 inhibitor | BAZ2B block | PI4K2A inh | JMJD2A Tudor | ERG-DNA inh | GLS inh | G9a inh | HP1b binding inh | PGK inhibitor
O=C(NCc1ccccc1F)c1sc2ncccc2c1-n1cccc1 | 3.7% | -34.0% | 7.2 | -24.3% | 4.1% | -4.6% | -39.1%[59 µM] | 13.2%[57 µM] | i
CC(=O)C(=[N+]=[N-])C(=O)NCc1ccccc1 | -5.6% | 10.5% | 1.6 | 3.2% | -5.4% | -1.1% | 6.4%[59 µM] | 28.0% | 0.1%
COc1cc(C(=O)ON=C2C3CC4CC(C3)CC2C4)cc(OC)c1OC | -2.4% | -0.7% | 0.2 | -7.1% | -19.1% | 1.8% | -1.3%[12.7 µM] | 31.6% | -3.8%
CCc1cc(C(=O)O)c(NC(=O)c2cc(OC)c(OC)c(OC)c2)s1 | ? | -23.5% | 5.3 | -10.5% | 4.2% | 0.0% | -11.3%[59 µM] | 34.4% | 0.5%
CCOc1cccc2sc(N(CCN(CC)CC)C(=O)c3ccc(S(=O)(=O)N4CCCC4)cc3)nc12 | -2.1% | -13.4% | -1.4 | -2.2% | 7.8% | -1.5% | -9.6% | 42.2%[activator] | -2.3%
O=C(Nc1ccc(Br)cc1)C1Cc2ccccc2O/C1=N\O (stereo unspecified) | -4.9% | -12.6% | 1.0 | -15.7% | 23.3% | -0.3% | 20.9% | 21.0% | i
CC(=O)N1CCc2c(sc3c2c(=O)n(-c2ccccc2)c(=O)n3CC(=O)c2ccccc2)C1 | -3.6% | 2.4% | 0.4 | -13.1% | -10.2% | -4.2% | -2.2%[59 µM] | 28.9% | -10.4%
Fc1ccccc1N1CCN(c2ncnc3[nH]ncc23)CC1 | -1.4% | 6.7% | 4.7 | -11.6% | 2.0% | -11.2% | 21.2%[59 µM] | 35.1% | -6.8%
Cc1ccc(S(=O)(=O)Cn2nnnc2C(C(C)C)N2CCN(C(=O)c3ccco3)CC2)cc1 (stereo unspecified) | 0.7% | / | -10.7 | 1.5%[11.4 µM] | -6.4% | -15.1% | / | 11.4% | -1.5%
O=[N+]([O-])c1ccccc1S(=O)(=O)Nc1ccc(-c2ccc(N3CCOCC3)nn2)cc1 | 5.5% | 9.5% | -8.7 | -25.2% | -6.8% | -7.9% | ? | 26.2% | i
COc1ccc(CC(O)CC2c3c(cc4c(c3OC)OCO4)CCN2C)cc1 (stereo unspecified) | 0.4% | -13.7% | -4.0 | -11.4% | 11.0% | 27.1% | -19.6% | 93.9%[activator] | /
COc1ccc(OC)c(NC(=O)CN(C)S(=O)(=O)c2ccc(C(=O)N3CCOCC3)s2)c1 | -2.3% | -16.6% | -0.6 | -8.3% | 3.0% | -4.5% | 5.5%[59 µM] | 0.8% | i
O=C(NCc1ccc2c(c1)OCO2)C1CCN(C(=O)Nc2ccc(Cl)cc2)CC1 | -0.9% | -0.7% | -0.3 | -14.2% | -4.8% | 4.3% | 23.5%[59 µM] | 5.8% | -4.4%
O=C(Cn1c(=O)cnc2ccccc21)N1CCN(S(=O)(=O)c2cccc([N+](=O)[O-])c2)CC1 | -1.2% | 10.1% | 0.1 | -4.8% | -1.8% | 8.2% | 16.3%[0.501 µM] | 17.6% | 6.0%
CN(C)/C(CN1CCOCC1)=C1\N=C(c2ccccc2)OC1=O | 0.4% | -34.1% | 2.8 | -30.4% | 1.0% | 1.7% | 15.6% | 3.2% | -1.4%
O=C(O)CCc1ccc(-c2ccc(Br)cc2)n1-c1cccc(O)c1 | -1.4% | ? | -2.8 | ? | -11.9% | 15.8% | 44.7µM* | ? | i
Cc1ccc(NC(=O)CCS(=O)(=O)c2ccccc2)cc1S(=O)(=O)N1CCCCCC1 | -3.6% | -4.5% | -5.8 | -17.9% | -0.6% | 11.3% | -8.7% | 12.0% | 4.6%
Cc1cccc(NC(=S)N/N=C/c2cccc([N+](=O)[O-])c2)c1 | -4.1% | 3.1% | -0.3 | -4.7% | -2.3% | 1.1% | 18.3%[59 µM] | 20.6% | i
CCCC(C(=O)NCc1ccccc1)N(C(=O)Cn1nnc(-c2cccs2)n1)c1ccc2c(c1)OCCO2 (stereo unspecified) | 10.7% | -12.4% | -3.1 | -15.1% | 7.3% | 0.8% | 0.5%[59 µM] | 13.6% | -11.8%
O=C(Nc1ccccc1C(=O)NCC1CCCO1)c1ccccc1F (stereo unspecified) | -0.6% | -12.8% | 1.7 | -7.4% | -3.6% | 2.8% | 24.0% | 20.3% | 0.1%
COc1cc(C(=S)N2CCOCC2)ccc1OC(=O)c1cc(OC)c(OC)c(OC)c1 | -4.2% | -28.5% | 1.9 | -32.2% | -8.5% | -2.6% | 14.1µM* | -16.3% | -9.7%
CCN(CC)CCC#CC(O)(c1ccccc1)c1ccccc1 | -11.8% | 11.9% | 0.4 | 0.0% | 12.4% | 3.1% | 1.6%[59 µM] | 28.4% | 0.7%
Cc1ccc(/C=N/n2c(C3CCCCC3)n[nH]c2=S)s1 | -5.9% | -2.8% | 2.6 | -11.7% | / | -12.3% | 8.91µM* | 3.7% | 9.8%
COc1ccc(-c2csc(N(CCCN(C)C)C(=O)c3ccc(F)cc3)n2)cc1 | -5.3% | -24.1% | 3.1 | -27.9% | -8.7% | -5.8% | -6.7% | 21.5% | -3.2%
O=C(CCSc1nc2ccccc2o1)Nc1ccccc1 | -1.7% | -0.3% | -0.5 | 9.7% | 2.2% | -3.7% | 65.0%[activator][0.501 µM] | 72.3%[activator] | /
New compounds follow:
SMILES | Pin1 inhibitor | BAZ2B block | PI4K2A inh | JMJD2A Tudor | ERG-DNA inh | GLS inh | G9a inh | HP1b binding inh | PGK inhibitor
CCOC(=O)C1=C(COC(=O)/C=C/c2cccc(Cl)c2)NC(=O)NC1C (stereo unspecified) | 7.1% | -18.2% | -6.7 | -8.2% | -6.6% | -0.5% | 3.9% | 20.2% | i
CCN(CC)S(=O)(=O)c1ccc2c(c1)nc(SCC(=O)N1CCOCC1)n2-c1ccccc1OC | 1.9% | ? | -2.6 | -10.8% | 1.8% | 7.4% | 31.6µM* | 9.9% | -3.5%
CCN(CC)c1ccc(NC(=O)c2ccccc2OCC(=O)OC)cc1 | -4.1% | 31.6µM* | 2.6 | 20µM* | -2.7% | 34.1%[activator] | / | ? | -5.0%
CCOC(=O)c1c(C)n(C)c2ccc(O)c(CN3CCC(C)CC3)c12 | -0.5% | 6.9% | 2.7 | -19.2% | 2.2% | 21.3% | ? | 5.2% | 8.7%
CCN(CC)C(=O)CSc1nc(N)c(C#N)c(-c2cccs2)c1C#N | -1.5% | -2.3% | -0.9 | 0.0% | -7.9% | -1.7% | 14.2%[59 µM] | 38.9% | -9.4%
COc1ccc(-c2ccc3c(c2)S(=O)(=O)c2cccc(C(=O)N4CCN(C5CCCCC5)CC4)c2C3=O)cc1OC | ? | / | 0.1 | 79.4µM* | 6.1% | -9.9% | / | -11.2% | -2.6%
O=C(CSc1ccc(Cl)cc1)NC(=O)c1ccccc1 | 8.5% | 7.3% | -1.7 | 6.7% | -1.3% | 4.1% | 4.3%[12.7 µM] | 62.9%[activator] | 4.3%
COc1ccc2c(c1)CCCC2NS(=O)(=O)OCC(Cl)(Cl)Cl (stereo unspecified) | 1.0% | 18.1% | -2.8 | 31.4% | 0.0% | 0.1% | / | 133.9%[activator] | i
Cc1ccc(NC(=O)NCc2ccc3c(c2)OCO3)c(C)c1 | -3.9% | 6.7% | -2.8 | -12.3% | -0.8% | 0.3% | -3.9% | 21.4% | -8.8%
COc1ccc(CCNC(=O)C(=O)NCCOc2ccccc2Cl)cc1OC | 0.0% | 0.8% | 4.3 | 0.3% | 8.3% | -0.6% | 10.6%[59 µM] | 43.1%[activator] | -6.3%
O=C(COc1ccc(S(=O)(=O)N2CCCC2)cc1Cl)NCc1ccco1 | 0.5% | -0.8% | -0.1 | -25.8% | 2.6% | 3.4% | 14.0%[59 µM] | 8.8% | -6.6%
CCOc1ccc(-n2nc(CO)c(C(=O)NCc3ccccn3)n2)cc1 | -6.4% | -16.7% | 0.3 | -1.3% | -0.9% | 4.8% | 1.9%[59 µM] | 56.8%[activator] | -9.3%
COc1ccccc1-c1sc2cc3c(cc2c1-c1ccc(OCCN2CCCCC2)cc1)OCO3 | ? | / | -0.8 | 11.2µM* | -2.7% | 6.2% | / | -23.8% | -0.7%
COc1cccc(-c2csc(N3CCN(CC(=O)Nc4ccc5c(c4)OCO5)CC3)n2)c1 | 37.9%[activator] | ? | -2.8 | -33.1% | -13.7% | -3.3% | ? | -18.8% | -7.3%
c1ccc(OCCOCCN2CCOCC2)cc1 | 1.7% | 11.2% | 1.8 | -4.1% | / | -4.0% | 24.9% | 24.5% | -7.2%
CCc1ccc(NC(=O)C2C3CCC(O3)C2C(=O)O)cc1 (stereo unspecified) | -12.2% | 8.1% | -6.9 | -34.6% | -4.8% | 9.7% | / | 23.1% | -14.1%

No new results follow: an excerpt of the list.
SMILES | Pin1 inhibitor | BAZ2B block | PI4K2A inh | JMJD2A Tudor | ERG-DNA inh | GLS inh | G9a inh | HP1b binding inh | PGK inhibitor
c1ccc(OCCOCCN2CCOCC2)cc1 | 1.7% | 11.2% | 1.8 | -4.1% | / | -4.0% | 24.9% | 24.5% | -7.2%
CCc1ccc(NC(=O)C2C3CCC(O3)C2C(=O)O)cc1 (stereo unspecified) | -12.2% | 8.1% | -6.9 | -34.6% | -4.8% | 9.7% | / | 23.1% | -14.1%

Screening data as filed in PubChem BioAssay.
